# Pyk2 oligo antag: antagonists of Pyk2 self-association, primary screen, Q293 cells, FERM NanoBiT luminescence, HTS; Protein-tyrosine kinase 2-beta (Homo sapiens), Q14289; hits give low values; z-score (the deposit names both 25 µM and 10 µM); 0.83% of 99,000 active; AID 1347419, 2020;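 active = Z-score of -3 or lower, scaled per plate to the spread of control and sample wells; inactive = z-score above -3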;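 also: negative z-score means lost luminescence so less FERM oligomerization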
# Target sequence (Q14289 whole entry, looked up): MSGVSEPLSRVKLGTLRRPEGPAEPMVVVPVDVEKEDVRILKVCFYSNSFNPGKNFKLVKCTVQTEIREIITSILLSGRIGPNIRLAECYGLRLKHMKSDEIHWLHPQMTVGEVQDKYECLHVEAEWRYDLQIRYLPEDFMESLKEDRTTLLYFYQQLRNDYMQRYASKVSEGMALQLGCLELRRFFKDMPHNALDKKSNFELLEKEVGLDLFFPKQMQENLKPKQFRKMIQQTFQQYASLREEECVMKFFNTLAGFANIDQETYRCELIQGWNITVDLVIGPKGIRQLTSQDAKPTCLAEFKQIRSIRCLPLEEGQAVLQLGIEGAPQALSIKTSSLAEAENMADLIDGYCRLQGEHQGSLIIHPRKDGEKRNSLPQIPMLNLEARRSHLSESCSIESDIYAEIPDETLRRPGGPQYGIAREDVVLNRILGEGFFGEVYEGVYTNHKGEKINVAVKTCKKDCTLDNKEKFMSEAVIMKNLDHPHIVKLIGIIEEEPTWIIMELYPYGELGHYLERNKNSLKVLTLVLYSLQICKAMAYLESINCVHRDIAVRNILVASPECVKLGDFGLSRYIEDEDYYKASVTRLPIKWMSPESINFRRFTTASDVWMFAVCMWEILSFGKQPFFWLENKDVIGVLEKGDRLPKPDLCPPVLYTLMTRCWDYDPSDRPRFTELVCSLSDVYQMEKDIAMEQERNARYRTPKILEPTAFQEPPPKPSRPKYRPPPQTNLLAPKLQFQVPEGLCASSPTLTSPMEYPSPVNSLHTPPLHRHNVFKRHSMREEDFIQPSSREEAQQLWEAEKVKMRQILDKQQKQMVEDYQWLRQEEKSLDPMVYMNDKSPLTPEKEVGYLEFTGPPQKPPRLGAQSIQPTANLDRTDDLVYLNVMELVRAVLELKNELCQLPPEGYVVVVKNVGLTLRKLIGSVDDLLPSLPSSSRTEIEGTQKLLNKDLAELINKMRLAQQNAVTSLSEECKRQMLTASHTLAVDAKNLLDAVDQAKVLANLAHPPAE
# CYP2C9 inhib: blockers of cytochrome P450 2C9 activity – biochemical, luminescence, ADME assay, primary screen | 20% of 96,000 active | CYP2C9 Supersomes, luciferin-H conversion | inhibition, % at 5 µM | AID 777, 2007 | P11712;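 active = blocking of liver enzyme CYP2C9 beyond about 50% at 5 µM, limit read from the data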; also: values of inactives mirror those of a sister screen read the other way
# Ecoli WT expand: growth inhibitors of wild-type E. coli, primary screen, strain BW25113, expanded library, OD600. AID 710, 2007. 0.15% of 98,000 active. OD600 absorbance. growth inhibition, % at 100 µM;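 active = growth inhibition above about 50% at one test dose, limit read from the data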;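 also: growth measured after 20 h incubation at 37 °C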
# CYP2C19 inhib: blockers of cytochrome P450 2C19 activity – biochemical, luminescence, ADME assay, primary screen | P33261 | CYP2C19 Supersomes, luciferin-H EGE luminescence, 30 min | inhibition, % at 5 µM | 21% of 96,000 active;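 active = CYP2C19 inhibition above a set limit at 5 µM in the primary screen, cut at about 50% in these data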;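 also: plate controls were negative control wells for no effect and 2.5 mM tranylcypromine positive control for full effect; values of inactives mirror those of a sister screen read the other way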
# PostGolgi yeast: phenotypic screen on post-Golgi transport, primary screen. 0.9% of 98,000 active. post-Golgi transport phenotypic cell assay. AID 739, 2007. inhibition, % at 10 µM; in the data active = inhibition above about 30%;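 also: yeast cells grown in 1536-well plates; yeast grown about 18 h at 30C before absorbance read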
# CYP2C9 act: human CYP2C9 activators, primary screen, biochemical, luminescence. Cytochrome P450 2C9 (Homo sapiens), P11712. recombinant CYP2C9, luciferin-H conversion; hits give high values; factor 1 = untreated enzyme, 0 = blocked. activation factor at 5 µM. 1.4% of 96,000 active. AID 1024, 2008;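 active = activation factor of 2 or more for CYP2C9 at a 5 µM dose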;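 also: 0 = sulfaphenazole-blocked wells and 1 = vehicle-only wells; values of inactives mirror those of a sister screen read the other way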
# PLAP activator: PLAP enzyme activators, biochemical, luminescence, HTS. Alkaline phosphatase, placental type (Homo sapiens), P05187. purified PLAP enzyme, luminescent substrate read-out; hits give high values. activation fold at 20 µM. 1.2% of 96,000 active. AID 696, 2007; in the data active = activation fold above about 2
# EphB4 antag: EphB4-ephrin-B2 interaction antagonists, primary screen, biochemical, TNYL-RAW peptide probe, fluorescence polarization. AID 720, 2007. inhibition, % at 7 µM. EphB4 LBD / TNYL-RAW-Alexa532 peptide. 0.15% of 97,000 active;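 active = inhibition above the screen-wide mean inhibition plus 3 SD, cut at about 15% in these data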;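 also: 0% = DMSO wells and 100% = excess unlabeled TNYL-RAW peptide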
# CYP2C19 activ: human CYP2C19 activators, primary screen, biochemical, luminescence; Cytochrome P450 2C19 (Homo sapiens), P33261; recombinant CYP2C19, luciferin-H EGE luminescence; hits give high values; 0 = fully inhibited enzyme, 1 = untreated enzyme; activation factor at 5 µM; 96,000 tested, under 10 active; AID 1025, 2008;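 active = activation factor of at least 2 at 5 µM in the primary screen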;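 also: 0 = wells with 2.5 mM tranylcypromine and 1 = vehicle-only wells; values of inactives mirror those of a sister screen read the other way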
# Active calls of the source: *; · = no result given. An unsorted share of the library. About 31% of those tested had a hit in this group.
# Every second line gives: Pyk2 oligo antag, CYP2C9 inhib, Ecoli WT expand, CYP2C19 inhib, PostGolgi yeast, CYP2C9 act, PLAP activator, EphB4 antag, CYP2C19 activ
O=C1C2CCCN2C(c2ccccc2)N1c1ccc(Cl)cc1 (stereo not drawn)
    0.33, ·, -2, ·, 0, ·, ·, 9, ·
CCNC(=O)C1CC(=O)N(Cc2ccc3c(c2)OCO3)C(=Nc2ccc(F)cc2)S1 (stereo not drawn)
    -0.41, -5, -5, 7, -13, 1, 0.9, 3, 0.9
O=C1C2CCCN2C(c2ccccc2F)N1c1ccc(F)cc1 (stereo not drawn)
    -0.31, 16, -3, 23, -7, 0.8, 1.6, -7, 0.8
O=C(Nc1cccc2ccccc12)N1CCN(Cc2ccccc2)CC1
    -0.58, 2, 3, 11, 0, 1, 1.1, ·, 0.9
COCC(=O)Nc1cccc(C(F)(F)F)c1
    0.43, 20, 7, 23, -2, 0.8, 0.9, -4, 0.8
COc1ccc(S(=O)(=O)C(C#N)c2nc3ccccc3nc2N2CCCC(C)C2)cc1 (stereo not drawn)
    -0.79, 93*, -5, 86*, -7, 0.1, 1.4, 0, 0.1
CN(C)C(=O)Nc1ccc(F)cc1F
    1.3, -8, 0, -12, 29, 1.1, 0.9, 2, 1.1
CN(C(=O)C12CC3CC(CC(C3)C1)C2)C1CCS(=O)(=O)C1 (stereo not drawn)
    -0.16, -5, 1, -4, 17, 1.1, 1.2, -1, 1
Cc1ccc(C(=O)Oc2cccc(NC(=O)c3ccco3)c2)cc1S(=O)(=O)N1CCC(C)CC1
    0.22, 85*, -14, 60*, -2, 0.1, 1.4, 3, 0.4
Nc1nc(SCc2nnc(SCC(=O)O)n2-c2ccccc2)nc2sc3c(c12)CCCC3
    -1.4, 15, -30, -15, -7, 0.8, 1.6, 3, 1.2
CCn1c(-c2ccc(N(C)C)cc2)nc2ccccc21
    0.22, 9, 15, 22, 5, 0.9, 0.9, 1, 0.8
N#C/C(=C\c1c(N2CCC(C(N)=O)CC2)nc2ccccn2c1=O)S(=O)(=O)c1ccccc1
    -1.2, 79*, 9, 26, 14, 0.2, 1.4, -6, 0.7
Cc1nc2ccccc2n1CC(O)COCC1CC=CCC1 (stereo not drawn)
    1.3, -12, 4, 22, 7, 1.1, 1, -1, 0.8
COCc1[nH]nc2c1C(c1cc(OC)c(O)c(OC)c1)C(C#N)=C(N)O2 (stereo not drawn)
    -0.18, 10, -10, 8, -3, 0.9, 0.4, ·, 0.9
O=C(CSc1ncccc1-c1nc2ccccc2[nH]1)N1CCN(c2ccccc2F)CC1
    -0.25, 19, -6, 11, -7, 0.8, 1, 3, 0.9
CC(C)(CO)Nc1ccc([N+](=O)[O-])cc1[N+](=O)[O-]
    -0.45, 14, 7, 12, -3, 0.9, 0.8, -7, 0.9
CCOC(=O)CNC(=O)CSc1nc2cccnc2n1Cc1ccccc1
    0.04, 47, 6, 80*, -5, 0.5, 1.7, ·, 0.2
COc1ccc2[nH]c(=O)c(CN(CCN(C)C)C(=O)NCc3ccccc3)cc2c1
    0.29, 8, 3, 3, -5, 0.9, 1.3, 2, 1
COC(=O)N1CN(C(=O)OC)CN(C(=O)OC)C1
    0.09, -12, 2, -10, 1, 1.1, 1, 0, 1.1
Cc1cc(Cl)c(S(=O)(=O)N2CCN(c3ccc(F)cc3)CC2)cc1OCC(N)=O
    0.19, 13, -9, 0, -2, 0.9, 0.9, 5, 1

# Gathered by group: the compounds so far with fluorine.
# Every second line gives: Pyk2 oligo antag, CYP2C9 inhib, Ecoli WT expand, CYP2C19 inhib, PostGolgi yeast, CYP2C9 act, PLAP activator, EphB4 antag, CYP2C19 activ
CCNC(=O)C1CC(=O)N(Cc2ccc3c(c2)OCO3)C(=Nc2ccc(F)cc2)S1 (stereo not drawn)
    -0.41, -5, -5, 7, -13, 1, 0.9, 3, 0.9
O=C1C2CCCN2C(c2ccccc2F)N1c1ccc(F)cc1 (stereo not drawn)
    -0.31, 16, -3, 23, -7, 0.8, 1.6, -7, 0.8
COCC(=O)Nc1cccc(C(F)(F)F)c1
    0.43, 20, 7, 23, -2, 0.8, 0.9, -4, 0.8
CN(C)C(=O)Nc1ccc(F)cc1F
    1.3, -8, 0, -12, 29, 1.1, 0.9, 2, 1.1
O=C(CSc1ncccc1-c1nc2ccccc2[nH]1)N1CCN(c2ccccc2F)CC1
    -0.25, 19, -6, 11, -7, 0.8, 1, 3, 0.9
Cc1cc(Cl)c(S(=O)(=O)N2CCN(c3ccc(F)cc3)CC2)cc1OCC(N)=O
    0.19, 13, -9, 0, -2, 0.9, 0.9, 5, 1

# (next part)
# Every second line gives: Pyk2 oligo antag, CYP2C9 inhib, Ecoli WT expand, CYP2C19 inhib, PostGolgi yeast, CYP2C9 act, PLAP activator, EphB4 antag, CYP2C19 activ
CC/S(CC1CC1(Cl)Cl)=N\S(=O)(=O)c1ccc(C)cc1 (stereo not drawn)
    1.1, -9, 1, 10, -5, 1.1, 0.9, -8, 0.9
COc1ccccc1N1CCN(C(=O)C(F)F)CC1
    1.3, -4, -5, 7, 0, 1, 0.9, -3, 0.9
C=C(C)c1cccc(C(C)(C)NC(=O)N2CCCC(C(N)=O)C2)c1 (stereo not drawn)
    0.06, -10, -15, -11, 1, 1.1, 1, 0, 1.1
COc1ccccc1NC(=O)c1ccc(-c2ccccc2F)o1
    -2.2, -2, -5, 4, 3, 1, 1, 0, 1
Cc1nc(-c2ccccc2)sc1-c1nc(-c2ccccc2)ncc1S(=O)(=O)c1ccccc1
    0.62, 38, -17, 5, 5, 0.6, 0.9, -8, 0.9
Cc1cc(NC(=O)C2CC2)ncc1NC(=O)C12CC3CC(CC(C3)C1)C2
    0.38, 44, 11, 20, -3, 0.6, 1, 4, 0.8
O=C(CCN1C(=O)COc2ccccc21)NCc1ccco1
    0.52, 8, 8, 94*, 16, 0.9, 1.1, ·, 0.1
Cc1ccc(NC(=O)N2CCC(C(=O)NCCC3=CCCCC3)CC2)cc1
    -0.69, -2, -12, 7, 12, 1, 0.8, 0, 0.9
Cc1cc(C)c(C#N)c(Nc2ccc3c(c2)OCCO3)n1
    ·, 14, 6, 9, -2, 0.9, 1, -7, 0.9
C=CCSc1nc2c(c(=O)n(C)c(=O)n2C)n1CC
    0.03, 2, 6, 14, 17, 1, 0.9, -3, 0.9
O=C(c1ccc(F)cc1)C1CCN(C(=O)Nc2ccc(F)cc2)CC1
    0.24, 39, -2, 26, 2, 0.6, 1, 4, 0.7
O=C(COc1ccc(S(=O)(=O)NC2CCCCC2)cc1Cl)NCC1CCCO1 (stereo not drawn)
    1.9, 90*, 3, 58*, -7, 0.1, 1.7, 6, 0.4
CC1CCc2cc(F)ccc2N1C(=O)CSc1nnc2c3ccccc3n(C)c2n1 (stereo not drawn)
    -2.2, 55*, -9, 47, 0, 0.4, 1, 0, 0.5
COc1ccc(NCc2nnc(SCc3ccccc3)n2-c2ccc(OC)cc2)cc1
    -0.7, 60*, -4, 86*, -5, 0.4, 1.2, -9, 0.1
COC(=O)c1ccc(CSc2nc(C(F)(F)F)c3c(c2C#N)CCC3)o1
    1, 6, -16, 78*, -6, 0.9, 1.3, -5, 0.2
CC(NC(=O)c1ccco1)C(=O)OCc1cccc(Cl)c1 (stereo not drawn)
    -0.75, 4, 0, 45, -11, 1, 1, 1, 0.5
CCc1nc(SC)[nH]c(=O)c1C
    -0.43, 16, -2, 95*, 3, 0.8, 0.9, -7, 0
CC1(C)CC(=O)C(C=NCc2ccccn2)=C(O)C1
    -0.22, -6, 0, 1, 3, 1.1, 1.2, -2, 1
O=C(CN1CCN(c2ncc(C(F)(F)F)cc2Cl)CC1)Nc1ccc2c(c1)OCO2
    0.47, 9, -6, 22, 9, 0.9, 1.5, -7, 0.8
COc1ccc2c3c(c(=O)oc2c1OCC(N)=O)CCCC3
    -1.8, -145, 2, 11, 8, 2.5*, 1, -3, 0.9
O=C1OCc2cc(NC(=O)C3CCCO3)ccc21 (stereo not drawn)
    -0.04, 14, -4, 13, -5, 0.9, 0.9, 5, 0.9
Cc1cccc(NC(=O)c2ccc(N3CCCCC3)c([N+](=O)[O-])c2)n1
    -1.6, 39, -9, 25, -1, 0.6, 0.8, -7, 0.8
CN1CCCCC1=NCCCn1cnc2c1c(=O)n(C)c(=O)n2C
    0.9, 7, -1, 2, -2, 0.9, 1, -1, 1
Nn1c(Cc2ccccc2F)nnc1SCn1nnc2ccccc2c1=O
    1.6, 26, 5, 64*, -3, 0.7, 1, 0, 0.4
CCN(CCCNc1ncnc2nc[nH]c12)c1cccc(C)c1
    ·, 78*, 4, 83*, -10, 0.2, 2.1*, ·, 0.2
CCCCNC(=O)c1cnc2n(c1=O)CCS2
    -0.49, ·, -1, ·, -2, ·, ·, -3, ·
CCn1c(SCC(=O)N(C(C)C)C(C)C)nnc1-c1cc2ccccc2cc1O
    -0.92, 57*, 4, 65*, 2, 0.4, 2*, 0, 0.4
Cn1c(-c2ccc(C=O)s2)nc2ccccc21
    0.37, 11, 8, 16, -1, 0.9, 0.8, -3, 0.8
Cn1c(=O)oc2cc(S(=O)(=O)N3CCCc4ccccc43)ccc21
    ·, -20, 2, 29, 6, 1.2, 1, -3, 0.7
NC(=S)N/N=C\c1ccc(-c2cccc(Cl)c2Cl)o1
    -2.7, 11, -18, -9, 9, 0.9, 1, -5, 1.1
Cc1cc2ncn(-c3ncnc4sc5c(c34)CCCC5)c2cc1C
    ·, 66*, -4, 83*, -6, 0.3, 1.5, -1, 0.2
O=C(Cn1cccc1C(=O)c1ccccc1)NCc1ccccc1
    -0.65, -16, -2, 42, 5, 1.2, 0.8, 10, 0.6
Cc1nn(C)cc1C(C(=O)NC1CCCCC1)N(C(=O)Cc1cccs1)c1ccc(C(C)C)cc1 (stereo not drawn)
    -0.7, 41, -6, 40, 7, 0.6, 1.3, -3, 0.6
CC(=O)Nc1nc2ccccc2n1Cc1ccccc1
    0.34, 5, 2, 27, 8, 1, 1.5, 0, 0.7
Cn1nc(C(=O)NCc2ccc(F)cc2)c2ccccc2c1=O
    -0.79, ·, 4, ·, -5, ·, ·, 9, ·
CCOC(=O)c1ccc(NC(=O)CSc2nnc(-c3cccs3)n2C)cc1
    0.66, -4, 0, 5, 4, 1, 0.9, -3, 1
Cc1c(O)ccc2c3c(c(=O)oc12)CCCC3
    0.67, -199, 6, 69*, 7, 3*, 0.9, 2, 0.3
CCC(=O)Nc1c(C(=O)Nc2cccc(OC)c2)oc2ccccc12
    -1.6, 31, -5, 12, 12, 0.7, 1.1, 1, 0.9
COc1ccc(OC)c(C2=Nn3c(nnc3-c3cc(OC)c(OC)c(OC)c3)SC2)c1
    -3.1*, 88*, -1, 60*, 9, 0.1, 1.4, 3, 0.4
Clc1cccc(Cl)c1/C=N\Nc1nccs1
    0.7, 2, 1, 24, 6, 1, 1.2, 5, 0.8
CCc1nnc(SCC(=O)Nc2ccc(N3CCOCC3)cc2)o1
    0.72, 2, 4, -11, 2, 1, 1, 1, 1.1
Cc1[nH]c(=O)[nH]c(=O)c1NC(=O)CSc1ncccc1-c1nc2ccccc2[nH]1
    -0.58, 22, 1, 17, -5, 0.8, 0.9, -6, 0.8
COc1ccc(NC(=O)N(CCc2ccccc2)Cc2cc3c(C)cc(C)cc3[nH]c2=O)cc1
    -1.1, 32, 0, 39, -4, 0.7, 1.3, -6, 0.6
CCn1c2ccccc2c2cc(NS(=O)(=O)c3ccccc3C)ccc21
    -0.54, 81*, -12, 66*, 4, 0.2, 0.8, -10, 0.3
O=C1Cn2c(nc3ccccc32)N1c1ccccc1F
    -0.45, 2, 4, 37, -14, 1, 0.9, 4, 0.6

# Screening data as filed in PubChem BioAssay.
